STAT1 activator = increases IFN-gamma driven STAT1 reporter signal; 200,000 compounds, 2.6% hits; NIH 3T3 STAT1-luciferase reporter, luminescence; 100% = IFN-gamma alone, no compound; activation (% of control), % at 5.5 µM;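 active means activation above the screen-wide mean activation plus 3 SD, cut at about 130% in these data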;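 further: raw ratio to IFN-gamma control signal so 100% means no change and 0% no light; values of inactives mirror those of a sister screen read the other way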
FLuc stim CS = firefly luciferase counter-screen for stimulation assays; P08659; ATPlite luciferase biochemical, luminescence, 10 min; 0 = ATP-free wells, 1 = DMSO control; 200,000 tested, under 10 active; activation factor at 10 µM;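 active means luciferase activation factor, scaled between plate controls, of at least 2 with compound at 10 µM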
Target sequence (P08659 whole entry, looked up): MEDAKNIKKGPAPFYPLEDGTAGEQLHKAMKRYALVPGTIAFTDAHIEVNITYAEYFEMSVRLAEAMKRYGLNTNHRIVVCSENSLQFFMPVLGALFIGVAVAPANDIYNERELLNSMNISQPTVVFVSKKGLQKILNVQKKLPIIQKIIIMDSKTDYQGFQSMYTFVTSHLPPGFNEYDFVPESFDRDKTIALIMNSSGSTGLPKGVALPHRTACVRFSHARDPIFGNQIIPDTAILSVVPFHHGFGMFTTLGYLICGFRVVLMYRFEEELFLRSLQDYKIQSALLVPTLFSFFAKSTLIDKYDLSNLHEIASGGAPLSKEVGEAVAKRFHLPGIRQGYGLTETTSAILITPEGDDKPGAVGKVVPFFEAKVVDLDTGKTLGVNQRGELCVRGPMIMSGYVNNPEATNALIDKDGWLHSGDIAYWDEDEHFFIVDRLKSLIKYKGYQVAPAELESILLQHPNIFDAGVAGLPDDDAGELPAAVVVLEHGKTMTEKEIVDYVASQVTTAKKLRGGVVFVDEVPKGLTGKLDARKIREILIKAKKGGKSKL
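assay system = Luciferase/luciferin detection reagent, cell-free biochemical luciferase assay | also added = ATP substrate | times = 10 min post-reagent at room temperature | measured by = luminescence from luciferase reaction | measure = luciferase activation, seen as luminescence increase over controls | benchmarks = low control with PBS replacing ATP, high control enzyme plus ATP without compound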
NF-kB neuron act = compounds increasing NF-kB expression in human neuronal cells | NF-kB reporter expression; stronger effect = higher value | fold change at 12.5 µM | 190,000 compounds, 1.6% hits | AID 1239; in the data active means fold change above about 3.3
APP 5'UTR act = APP 5'UTR luciferase reporter activation; SH-SY5Y APP 5'UTR luciferase reporter, luminescence; zero percent = DMSO vehicle wells; activation, % at 2 µM; 190,000 compounds, 1% hits;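 active means activation above a set limit, based on mean plus 3 SD of controls, cut at about 140% in these data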; further: values of inactives mirror those of a sister screen read the other way
FLuc inhib CS = Photinus pyralis luciferase inhibition counter-screen; inhibition, % at 10 µM; P08659; ATPLite firefly luciferase biochemical luminescence, 10 min; 200,000 compounds, 1.5% hits;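 active means inhibition above about 50% when tested at 10 µM, limit read from the data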
STAT1 blocker = inhibitors of IFN-gamma induced STAT1 signaling; NIH 3T3 STAT1-luciferase reporter, luminescence; inhibition, % at 5.5 µM; 200,000 compounds, 0.35% hits; AID 920;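 active means inhibition above a set limit, the mean inhibition across all tested compounds plus 3 SD, cut at about 34% in these data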;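 further: 0% = IFN-gamma with DMSO and 100% = IFN-gamma with 300 µM nifuroxazide; values of inactives mirror those of a sister screen read the other way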
STAT3 act = activators of IL-6 induced STAT3 signaling | U3A cells, IL-6 STAT3-luciferase reporter, luminescence; 100% = signal with IL-6 EC80 alone | activation (% of control), % at 5.6 µM | 190,000 compounds, 0.91% hits | AID 871;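 active means activation above the screen-wide mean of compound activation plus 3 SD, cut at about 130% in these data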;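 further: 0% = background luminescence of wells with medium and substrate only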
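System – human U3A cells carrying STAT3-luciferase construct · Probe or stimulus – Interleukin-6, 33 ng/mL · Schedule – compound 1 h, then IL-6 6 h at 37 °C · Signal – luminescence from STAT3-driven luciferase reporter · Evaluation – percent of IL-6-only median luminescence · Benchmarks – IL-6-only high control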
ROMK mod = human ROMK K+ channel modulation, primary screen. Tet-inducible ROMK, thallium flux fluorescence; actives lie on both sides. B-score at 10 µM. 130,000 compounds, 2% hits;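 active means signal ratio slope over the read window, or its plate-corrected B-score, at least 3 SD from the plate mean, either direction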;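 further: B-score of the F/F0 ratio slope over 7 to 12 s after thallium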
Target sequence (P48048 whole entry, looked up): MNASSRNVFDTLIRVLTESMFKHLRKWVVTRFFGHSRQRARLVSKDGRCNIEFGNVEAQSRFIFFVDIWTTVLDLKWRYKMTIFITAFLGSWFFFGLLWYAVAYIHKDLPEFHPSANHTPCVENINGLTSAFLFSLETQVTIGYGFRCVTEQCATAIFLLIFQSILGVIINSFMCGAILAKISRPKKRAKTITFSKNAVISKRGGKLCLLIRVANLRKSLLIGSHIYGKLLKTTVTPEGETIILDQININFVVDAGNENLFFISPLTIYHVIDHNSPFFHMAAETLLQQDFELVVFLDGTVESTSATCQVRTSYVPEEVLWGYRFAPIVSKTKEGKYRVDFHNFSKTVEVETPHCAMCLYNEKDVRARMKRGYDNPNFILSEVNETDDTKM
APP 5UTR inh = APP translation inhibition; SH-SY5Y APP 5'UTR-luciferase reporter, luminescence; inhibition, % at 2 µM; 190,000 compounds, 0.82% hits;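 active means inhibition above a set limit, derived from the sample mean plus 3 SD, cut at about 45% in these data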; further: values of inactives mirror those of a sister screen read the other way
STAT3 inh = inhibitors of IL-6 induced STAT3 signaling | U3A cells, IL-6 STAT3-luciferase reporter, luminescence; host cell line lacks STAT1 | inhibition, % at 5.5 µM | 190,000 compounds, 0.89% hits | AID 862;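 active means inhibition above the mean inhibition across all screened compounds plus 3 SD, cut at about 44% in these data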;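 further: 0% = DMSO only wells and 100% = 100 µM nifuroxazide control wells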
Numbers without * were called inactive; . = no result given.

Preview (2 entries):
SMILES	STAT1 activator	FLuc stim CS	NF-kB neuron act	APP 5'UTR act	FLuc inhib CS	STAT1 blocker	STAT3 act	ROMK mod	APP 5UTR inh	STAT3 inh
Cc1cc(Cl)c(S(=O)(=O)N(C)C)cc1OCC(N)=O	105	1	1	-17	-2	-2	100	0.91	17	2
CCCNc1ccc(C(=O)OCC)cc1[N+](=O)[O-]	128	1	1.8	22	1	-32	102	-0.16	-22	0

The listing (from the top)
SMILES	STAT1 activator	FLuc stim CS	NF-kB neuron act	APP 5'UTR act	FLuc inhib CS	STAT1 blocker	STAT3 act	ROMK mod	APP 5UTR inh	STAT3 inh
Cc1cc(Cl)c(S(=O)(=O)N(C)C)cc1OCC(N)=O	105	1	1	-17	-2	-2	100	0.91	17	2
CCCNc1ccc(C(=O)OCC)cc1[N+](=O)[O-]	128	1	1.8	22	1	-32	102	-0.16	-22	0
COc1ccccc1C(=O)Nc1ccc(NC(=O)c2ccco2)c(C)c1	100	0.9	1	-7	10	0	81	.	7	25
CCOC(=O)CNC(=O)CSc1nnc(-c2ccc(OC)cc2)n1CC	99	1	1.1	0	-1	1	108	-0.82	0	-9
CS(=O)(=O)N(CC(=O)NCCC1=CCCCC1)c1cccc([N+](=O)[O-])c1	90	1	1.1	8	-4	10	106	0.51	-8	1
CNc1nc(-c2ccccc2)[n+](-c2ccc(C)cc2)s1	118	0.1	1.8	11	89*	-19	96	.	-11	10
Cc1cccc(S(=O)(=O)NC(Cc2c[nH]c3ccccc23)C(=O)O)c1 (configuration not stated)	93	1	0.91	-5	-2	8	103	1.2	5	1
NNC(=O)Cn1cnc2ccccc21	104	1	1	3	-4	-5	106	0.036	-3	2
Cn1c(=O)c2c(nc(CN3CCN(c4ccccc4F)CC3)n2CCN2CCOCC2)n(C)c1=O	95	1	1	8	-1	5	102	.	-8	2
CCn1c(CNC(=O)COc2ccc(C(C)C)cc2)nnc1SCC(=O)Nc1ccccc1F	99	1	0.89	-22	2	1	96	-0.021	22	10
COc1cccc(C(=O)Nc2nc(C)cs2)c1	148*	0.6	3.7*	164*	42	-53	86	.	-164	20
COc1ccc(F)cc1C(=O)C1CCCN(Cc2c(C)n(C)n(-c3ccccc3)c2=O)C1 (configuration not stated)	105	1	0.85	-17	0	-7	107	-0.57	17	-6
O=C(Nc1cccc([N+](=O)[O-])c1)N1CCN(c2ccccc2)CC1	97	0.9	1.1	-13	6	1	90	.	13	19
COCCNC(=O)C1c2cc(OC)c(OC)cc2C(=O)N(C)C1c1cccnc1 (configuration not stated)	96	1	1	-6	-3	4	105	0.33	6	-3
O=C(O)CC(NC(=O)c1ccc2c(c1)OCO2)c1cccc([N+](=O)[O-])c1 (configuration not stated)	102	1.1	1.1	-23	-6	-2	103	0.36	23	2
Cc1cc(Cl)ccc1NC(=S)N1CCOCC1	100	1	0.78	-2	3	0	94	-0.069	2	10
O=C(c1ccc(CN2CCOCC2)cc1)N1CCN(c2cccc(Cl)c2)CC1	95	1	0.92	11	0	6	96	-0.62	-11	5
CCc1c(C)nc2[nH]nc(-c3ccccc3C)n2c1=O	100	0.9	1.4	24	12	-1	102	-0.14	-24	2
COc1cc(=O)[nH]c(=O)n1C(=O)Cc1ccccc1	94	1	0.98	0	-4	6	99	-0.09	0	9
CC(=O)Nc1ccc(NC(=O)CSc2nnc(-c3ccco3)o2)cc1	96	1	1.1	-11	-2	3	93	0.098	11	9
CNC(=O)c1cc2c(=O)n3cccc(C)c3nc2n(C(C)C)c1=N	97	1.1	1.2	9	-5	4	101	.	-9	3
C=CCn1c(COc2ccccc2)nnc1SCC(=O)O	100	1	1.6	-11	-2	0	99	.	10	10
Cn1cc(CN(CCCN2CCOCC2)C(=S)Nc2cccc(Cl)c2)c2ccccc21	99	1.1	0.56	9	-9	1	95	-0.21	-9	5
CCN(CC(=O)Nc1c(F)cccc1F)C(=O)CCc1ccc(OC)cc1	98	1	1.1	26	-2	0	100	0.27	-26	2
CCCCC(=O)Nc1cc(OC)c(NC(=O)C2CCCCC2)cc1OC	98	1	1.4	12	0	2	100	.	-12	8
O=c1nc(-c2ccccc2)c2cc(Cl)ccc2[nH]1	98	1.1	1.1	-13	-6	2	97	.	13	12
Cc1nccc2[nH]c(=O)c(C(=O)NC3CCCCC3C)cc12 (configuration not stated)	99	1	1.1	15	0	3	93	.	-15	14
O=c1[nH][nH]c(C(F)(F)F)c1C=Nc1ccccc1	96	1.1	0.95	-19	-5	5	107	.	19	4
CCc1cccc(NC(=O)COc2ccccc2)c1	100	1	1.5	.	-4	3	94	-0.39	.	7
Cc1ccc(CSC2=NCCN2C(=O)c2ccc([N+](=O)[O-])cc2)cc1	99	1	0.81	-18	-2	-1	102	-1.1	18	4

Looked up above:
Cc1cccc(S(=O)(=O)NC(Cc2c[nH]c3ccccc23)C(=O)O)c1 (configuration not stated) in FLuc inhib CS is entered as -2
CCc1c(C)nc2[nH]nc(-c3ccccc3C)n2c1=O in APP 5'UTR act is entered as 24
Cn1c(=O)c2c(nc(CN3CCN(c4ccccc4F)CC3)n2CCN2CCOCC2)n(C)c1=O in NF-kB neuron act is entered as 1

Next part.
SMILES	STAT1 activator	FLuc stim CS	NF-kB neuron act	APP 5'UTR act	FLuc inhib CS	STAT1 blocker	STAT3 act	ROMK mod	APP 5UTR inh	STAT3 inh
Cc1ccc(NC(=O)C2CCN(S(=O)(=O)c3c(C)noc3/C=C/c3ccco3)CC2)nc1	98	1.1	1.1	-1	-5	2	98	-0.5	1	0
CC(C)(C)c1ccc(C(=O)NNC(=O)C(=O)N2CCCCC2)cc1	114	1	1.2	21	-4	-15	104	.	-21	-4
CC1(C)CC(=O)C2=C(C1)OC(N)=C(C#N)C21CCN(C(=O)OCc2ccccc2)CC1	92	1	0.92	2	-4	10	92	.	-2	10
COc1ccc(CNC(=O)CN(Cc2ccc(OC)cc2)C(=O)c2csnn2)cc1	97	1	1.4	-4	-3	1	103	-0.17	4	-2
Cc1sc2ncnc(NCc3ccccc3)c2c1C	115	1.1	0.93	5	-9	-16	71	.	-5	37
COc1ccc(C(=O)N[C@H](C(=O)NCc2cccs2)C(C)C)cc1	91	1	1.4	12	-2	7	97	-0.78	-12	5
CN1CCN(CCCNC(=O)c2cc3c(=O)n(C)c4ccccc4c3s2)CC1	90	1.1	1.1	-4	-6	11	99	.	4	10
CCOCCc1nnc(NC(=O)COC)s1	102	1	1.3	6	-4	-2	93	.	-6	14
Cc1cc(-n2cccn2)ccc1CN1CCN(C2CCCC2)C(CCO)C1 (configuration not stated)	102	1	1.1	-16	0	-3	97	0.17	16	14
Clc1ccc2[nH]cc(-c3nnnn3-c3ccc4ccccc4c3)c2c1	100	1.1	0.94	-6	-8	-1	93	.	6	12
CCc1ccc(NC2Nc3cc(C)nn3S2)cc1 (configuration not stated)	171*	0.8	4.6*	166*	24	-80	104	1.2	-166	0
COc1ccc(C)cc1NC(=O)CN1CCN(S(=O)(=O)c2ccc(C(C)C)cc2)CC1	99	1.1	0.89	-3	-7	1	105	.	3	1
COc1ccc(C(=O)/C=C/Nc2ccc(S(=O)(=O)Nc3cccc(C(C)=O)c3)cc2)cc1	108	1	1.1	-7	-2	-9	93	0.59	6	11
CN(C)S(=O)(=O)c1ccc(C(=O)Nc2nnc(-c3ccc4c(c3)CCCC4)o2)cc1	94	1.1	1.2	17	-7	7	92	.	-17	18
Cc1ccc(NC(=O)c2cc(C)n(-c3cccc(C)c3)c2C)cc1	43	0.3	1.7	63	74*	65*	89	.	-63	16
CCOC(=O)c1c(N)sc(C(=O)Nc2ccccc2)c1C	106	0.2	7.1*	222*	84*	-8	67	-0.087	-222	41
COc1ccc(/C=N/NC(=O)CCCOc2ccc(Cl)cc2Cl)cc1	112	1	1.2	-7	-5	-14	113	.	7	-18
Cc1ccc(NC(=O)CCC(=O)N/N=C/c2cccs2)cc1	103	1	1.1	-13	-2	-4	96	0.51	13	15
NC(=S)NNC(=O)/C(=C/c1ccc(Br)cc1)NC(=O)c1ccccc1	103	1.1	1.4	-4	-8	-1	98	0.00033	4	8
CC(=O)c1sc(NC(=O)c2c(F)cccc2F)nc1-c1ccccc1	107	1	1	3	-3	-7	94	-12*	-3	12
Cc1cc(C)c(NC(=O)C2CCN(c3cnccn3)CC2)c(C)c1	106	1	0.85	7	-4	-19	105	-0.049	-7	-4
Nc1nc2ncc(-c3ccsc3)c(N)n2n1	100	1	1.1	17	-2	-1	115	0.076	-17	-4
CC1CCCN(C(c2ccccc2)c2sc3ncnn3c2O)C1 (configuration not stated)	100	1.1	1	-5	-9	-2	.	.	5	.
S=c1[nH]nc(-c2ccco2)n1C1CCCCC1	108	1	1.1	16	4	-9	101	1.1	-16	-6
COc1ccc2nc(NC(=O)CCNS(=O)(=O)c3ccc4c(c3)oc(=O)n4C)sc2c1	100	0.9	1.1	7	8	0	102	-0.22	-7	2
COc1ccc(-c2nn(-c3ccccc3)cc2/C=N/NC(N)=S)cc1OC	100	1	3.3	-95	3	-1	98	1.6	95*	3
COc1ccccc1NC(=O)Cn1nnc(C(=O)Nc2ccccc2)c1N	94	1	1.3	-8	1	6	94	.	8	12
COc1cccc(NC(=O)CSc2nnc(-c3cc(-c4ccccn4)nc4ccccc34)o2)c1	105	1	0.67	-5	-4	-6	103	.	5	0
CC12CCC(C(=O)N(NC(=O)c3cccnc3)C1=O)C2(C)C (configuration not stated)	98	1.1	1	13	-8	2	95	.	-13	5
O=C(Nc1ccc(Cl)c(Cl)c1)O/N=C/c1ccncc1	98	1	1.1	-7	-3	2	91	.	7	10
Cc1cc(O)c(-c2n[nH]c3c2C(c2cccc(O)c2)N(Cc2cccnc2)C3=O)cc1Cl (configuration not stated)	101	1	0.85	-1	-4	-1	100	0.79	1	2
COc1ccc(-c2cn3c(C)c(C(=O)NC(C)C)sc3n2)cc1	115	1.1	1.2	20	-5	-17	100	0.58	-20	4
Cc1nc(NC(=O)CSc2nc3cccnc3n2Cc2ccccc2)sc1C	88	1	1.1	29	0	13	114	-0.38	-29	-10
O=CN(CCN(C=O)CN1CCCCC1)CN1CCCCC1	104	1	1.1	11	-1	-6	103	-0.11	-11	3
CC(=O)Nc1ccccc1OCc1cnc(Cl)s1	96	1	0.85	15	-2	1	107	0.62	-15	-4
Cc1nnc(Sc2nc3c(c(=O)[nH]c(=O)n3C)n2CCCc2ccccc2)s1	98	1	1.4	-32	1	2	102	.	32	6
COc1cccc(CC(C(=O)Nc2cc(C)ccc2C)c2nn[nH]n2)c1OC (configuration not stated)	100	1	1.1	16	-4	0	100	-0.36	-16	4
COc1ccccc1NC(=S)NCCSc1ccc(Cl)cc1	96	1	1.3	5	-3	5	97	.	-5	6
COc1ccc(N(C)S(=O)(=O)c2cccc(C(=O)Nc3ccc(-n4cnnn4)cc3)c2)cc1	97	1.1	0.41	-1	-7	3	91	.	1	14
CC(C)c1cc(NC(=O)CSc2nnc(-c3ccccc3F)n2C)on1	99	1.1	1.1	23	-5	2	94	0.16	-22	12
CC(CC(=O)c1cccs1)CC(=O)c1cccs1	121	1	2.2	51	0	-23	105	.	-51	-1

No enrichment for hits; about 7.1% have a hit in one of these screens.
